Screens as filed in PubChem.
ATXN viability: cell viability loss in ATXN counter-screen; S2 cells (HEK-293 line with an ATXN2-luciferase reporter) viability, CellTiter-Fluor protease fluorescence, 24 h; Potency, µM (doses to about 56.7 µM), actives largely listed as cytotoxic; actives 0.49% (n = 400,000); further: potency means the concentration at half of the fitted maximal effect; nearly all actives have a fitted effect of over 40% in size
Nrf2 ARE act: activators of Nrf2 (ARE) signaling; AREc32 ARE-luciferase reporter (MCF7-derived line), luminescence, 24 h; actives 0.31% (n = 410,000); Potency, µM (highest dose often 46.1 µM), inactives show at the highest dose activation, most hits filed as activators; further: potency means the concentration at half of the fitted maximal effect; % of control where 0% means no effect; nearly all actives have a fitted effect of over 65% in size
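AREc32_Fluc, 1000 cells/well, OPTI-MEM + 5% FBS, o/n 37 deg C 5% CO2; 23 nL cpd by pin tool, 24 hr; Steady-Glo 30 min RT, luminescence.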
IL1B secr inh: inhibitors of inflammasome signaling (IL-1 beta secretion); actives 4.7% (n = 360,000); AID 743279; THP-1 LPS/ATP IL-1B secretion, AlphaLISA, 16 h; active compounds read low; activity change, % at 57.5 µM; in the data active means activity change below about -50%; inconclusive means mostly about -30% to -49%; further: on the % scale 0 is the no-effect control and ±100 the full control effect
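Secreted IL-1B measured by AlphaLISA bead assay after 16 h compound exposure of THP-1 cells; compounds (final up to 57.5 uM) added 1 h before LPS (250 ng/mL) and ATP (1.25 mM) stimulation; lower signal means less secretion.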
ATXN2 expr inh: ATXN2 expression inhibition | HEK-293 ATXN2-luciferase reporter, luminescence, 24 h | Potency, µM (top dose mostly 57 µM), without a hit: top-dose activity change, negative = inhibition, hits mostly inhibitors | actives 0.72% (n = 360,000) | AID 1745845; further: potency means the concentration at half of the fitted maximal effect; on the % scale 0 is the no-effect control and ±100 the full control effect; nearly all actives have a fitted effect of over 55% in size
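qHTS (up to 57 uM final) was run with 24 h compound exposure of reporter cells at 37 °C. Each well was multiplexed: SteadyGlo luminescence measured ATXN2-luciferase expression after a fluorogenic Gly-Phe-AFC viability readout (25 uM final).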
MCF10A rerep: induces DNA re-replication in MCF 10a normal breast cells; actives 2.9% (n = 350,000); MCF 10A DNA re-replication, Hoechst nuclear intensity, 48 h; Potency, µM (top dose mostly 46.1 µM), inactives show top-dose activity, positive = re-replication, actives largely listed as activators; further: potency means the concentration at half of the fitted maximal effect; % of control where 0% means no effect; nearly all actives have a fitted effect of over 50% in size
Nrf2 inh: blocks Nrf2 signaling. actives 2.1% (n = 360,000). A549 ARE-Fluc reporter, luciferase luminescence, 18-24 h. Potency, µM (series often up to 46 µM), for the others: top-dose activity change, negative = inhibition, actives largely listed as inhibitors; further: potency means the concentration at half of the fitted maximal effect; on the % scale 0 is the no-effect control and ±100 the full control effect; nearly all actives have a fitted effect of over 60% in size
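Concentration-response testing used A549 ARE_Fluc cells at 5000 cells/well. Following an 18-24 h compound incubation, viability was read by fluorescence (Ex 405/Em 525) and luciferase output by luminescence.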
A549 viability: kills or reduces viability of A549 cells in Nrf2 counter-screen; A549 ARE-Fluc cells, CellTiter-Fluor viability, 18-24 h; Potency, µM (top dose mostly 46 µM), for the others: at the top dose activity change, negative = cytotoxicity, hits mostly inhibitors; actives 0.16% (n = 390,000); AID 504648; further: potency means the concentration at half of the fitted maximal effect; on the % scale 0 is the no-effect control and ±100 the full control effect
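A549 ARE-Fluc cells in 5% FBS OPTI-MEM, 5000 cells/well, rested 2 h then exposed to compounds in concentration-response for 18-24 h at 37 °C. Viability by CellTiter-Fluor fluorescence (Ex 405/Em 525) after 30 min; luciferase luminescence (BugLite, 15 min, RT) read afterwards.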
TGFb inhibitor: blocks TGF-b signaling; HepG2 CAGA-GFP TGF-b/SMAD3 reporter, GFP fluorescence, 18 h; TGF-beta stimulated, 500 pg/mL final; AID 588855; Potency, µM (top dose mostly 46.1 µM), for the others: top-dose activity, negative = inhibition, most hits filed as inhibitors; actives 1.2% (n = 410,000); further: potency means the concentration at half of the fitted maximal effect; on the % scale 0 is the no-effect control and ±100 the full control effect; nearly all actives have a fitted effect of over 65% in size
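Cell-based qHTS in HEPG2 carrying a CAGA-GFP Smad reporter; compounds added before 500 pg/mL final TGF-beta, 18 h incubation at 37 degrees C, GFP fluorescence quantified per cell by imaging cytometry.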
HepG2 viability: counter-screen for TGF-b inhibitors: cytotoxicity in HepG2 cells; HepG2 CAGA-GFP viability, ATP luminescence, 18 h; Potency, µM (highest dose often 46.1 µM), for the others: at the highest dose activity change, negative = cytotoxicity, most hits filed as cytotoxic; actives 0.76% (n = 410,000); AID 588856; further: potency means the concentration at half of the fitted maximal effect; some results filed as inactive show a strong effect at the top dose
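CellTiter-Glo luminescence gave cytotoxicity after 18 hours at 37 degrees C. The cells were HepG2 CAGA-GFP in 1% FBS DMEM, stimulated with 500 pg/mL TGF-beta after compound addition. %Activity was normalised to no-cell wells (complete cell-killing) and DMSO (no toxicity), and curves were fitted and classified.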
Active calls of the source: *; i = inactive; ? = inconclusive; . = no result given; & = joins results of further samples; [ ] = another dose, or the depositor's remark. Unless noted, the call rests on the fitted dose curve; in most records, active means well fitted curve in the direction sought with a large enough effect; inconclusive means small, poorly fitted or top-dose-only effect, or another doubt; inactive means no such curve, though single readings can be large; an effect the other way counts as inactive or inconclusive.

SMILES	ATXN viability	Nrf2 ARE act	IL1B secr inh	ATXN2 expr inh	MCF10A rerep	Nrf2 inh	A549 viability	TGFb inhibitor	HepG2 viability
O=C(CC1Sc2ccccc2NC1=O)NCc1ccc(Cl)cc1 (stereo not given)	i	-0.3%	12.3	-8.7%	-0.7%	-13.2%	-14.8%	9.4%	-0.2%
CCOC(=O)COc1coc(CN2CCN(c3ccc(F)cc3)CC2)cc1=O	i	-0.7%	20.4	11.2%	-1.6%	21.4%	-0.3%	-5.2%	10.7%
CN1CCN(C(=S)NC(=O)c2ccco2)CC1	i	0.3%	17.0	22.2%	-5.1%	12.1%	-4.8%	-19.3%	20.9%
CCOc1cc(/C=C2\SC(=N)N(c3nccs3)C2=O)ccc1OCCN1CCOCC1	?	0.3%[9.22 µM]	-19.5	22.4µM*	8.0%	18.4µM*	20.6µM*	0.0%	-24.5%
Cc1ccc(C)c(N2CCN(CCCNC(=O)c3cnn(-c4ccccc4)c3C3CCN(C(=O)OC(C)(C)C)CC3)CC2)c1	.	-0.6%	.	.	.	18.4µM*	?	0.0%	-19.5%
Cc1cc[n+](-c2[nH]c(=O)sc2/C=N/N=C(\[O-])c2ccncc2)cc1C	i	-0.6%	-5.9	4.4%	-7.3%	1.4%	-18.8%	1.1%	4.6%
CCOC(=O)c1c(S(=O)(=O)NCC(C)c2ccccc2)c(C)n(C)c1C (stereo not given)	i	-0.2%	-12.9	-16.2%	3.6%	0.0%	2.1%	-10.0%	-8.3%
CCNC(=O)NC(=O)C(C)Sc1ccc2c(c1)OCCO2 (stereo not given)	i	0.5%	12.2	-2.2%	-10.8%	-11.3%	4.6%	-14.4%	0.8%
COc1ccc(OC)c(S(=O)(=O)Nc2cccc(F)c2)c1	i	-0.3%	8.1	-1.8%	2.8%	-18.4%	-6.2%	-2.3%	-3.4%
CN(Cc1cnccn1)C(=O)CC1C(=O)NCCN1Cc1ccc(F)cc1Cl (stereo not given)	i	-0.6%	-3.9	-5.0%	-34.7%[inhibitor]	-5.6%	0.4%	-9.4%	-10.7%
Cc1cccnc1C(NC(=O)C1CCN(Cc2ccc(Oc3ccccc3)cc2)CC1)c1ccc(F)cc1 (stereo not given)	?	-0.7%	-66.8*	?	.	.	.	?	-30.9%
CC(=O)Nc1ccccc1C(F)(F)F	i	-0.6%	-8.2	8.9%	28.2%	2.2%	1.4%	0.0%	-51.6%
Cc1cc(C)cc(Cn2cc(CN3CC(N4CCN(CCO)CC4)CS3(=O)=O)nn2)c1 (stereo not given)	i	-0.3%	2.5	2.1%	.	.	.	.	.
COc1ccccc1CC(=O)NCCc1ccc(S(N)(=O)=O)cc1	i	-0.6%	-7.6	-7.2%	-3.0%	-12.5%	1.2%	12.4%	-10.7%
CCC(=O)Nc1nnc(S(=O)(=O)N2CCc3ccccc32)s1	i	1.8%&2.1%	-18.3	-26.2%&0.6%	3.5%	?	25.5%&-5.7%	-6.6%&-7.1%	3.1%&-0.6%
O=C(O)CCN1C(=O)c2ccc(NC(=O)CSCc3ccccc3)cc2C1=O	i	0.7%	-8.5	-3.9%	?	4.8%	-3.9%	-1.4%	-1.1%
CCOC(=O)CC1CCCCN1C(=O)CCCn1nnnc1CN1CCOCC1 (stereo not given)	i	0.3%	-13.9	-4.2%	9.5%	17.4%	4.1%	3.0%	-52.7%
O=C(CC(=O)Nc1ccccn1)Nc1ccccn1	i	?	23.6	-4.8%	0.6%	2.3%	-5.0%	2.0%	-17.6%
C[C@H]1CN([C@@H](C)CO)C(=O)CCCn2nncc2CO[C@@H]1CN(C)S(=O)(=O)c1cccc(F)c1	i	-0.7%	21.3	8.2%	.	.	.	-21.3%	-42.6%
COc1ccc(-c2nnc(SCC(=O)Nc3cccc(C(F)(F)F)c3)s2)cc1	i	1.6%	.	0.1%	.	.	-6.5%	-11.2%	-3.5%
O=C(CSc1n[nH]c(-c2ccccc2Cl)n1)NCc1ccc(F)cc1	.	-0.6%	.	.	.	.	0.2%	-11.3%	6.6%
CCCS(=O)(=O)N1CCC(C(=O)NCCCN2CCC(Cc3ccccc3)CC2)CC1	i	0.2%	10.8	-3.9%	-4.2%	5.2%	?	-23.8%	1.1%
CC(NC(=O)CCc1nnc(C2CCCCC2)o1)c1ccc(F)cc1 (stereo not given)	i	-1.0%	-14.3	4.7%	14.1%	17.8%	3.3%	-0.1%	-5.9%
CCC(=O)Nc1ccc(NC(=O)c2cc3ccccc3o2)cc1	i	-0.9%	-6.6	34.1%	-3.0%	-19.2%	-12.6%	9.4%	10.1%
COc1cccc(C2=Cc3ccc(F)cc3C(CC(C)=O)N2c2ccc(-c3cncnc3)cc2)c1 (stereo not given)	?	4.7%	14.6	-20.4%	.	.	.	.	.
C/C(=N\Nc1ccc([N+](=O)[O-])cc1)c1ccc(O)cc1	?	6.5%	-61.5*	4.6%	14.6µM*	?	?	-12.2%	-28.2%
CCOC(=O)c1c(NC(=O)c2ccco2)sc(C(=O)N2CCCC2)c1C	i	0.6%	-13.2	0.8%	22.7%	-19.1%	15.3%	-10.5%	-1.4%
CCc1ccc(NC(=O)CSc2nc(=O)n3cc(C)ccc3n2)cc1	i	-0.5%	3.9	0.1%	?	?	0.0%	2.7%	5.6%
CCOC(=O)c1sc(=S)n(-c2ccccc2Cl)c1SC	i	-0.4%	-67.4*	-24.4%	14.7%	?	?	?	-38.9%
O=C1c2ccccc2NC(c2ccncc2)N1c1ccccn1 (stereo not given)	i	-1.1%	9.9	4.8%	3.2%	1.1%	1.0%	?	-4.3%
COc1cccc(NC(=O)Cn2c(=O)oc3cc(S(=O)(=O)N4CCCC4)ccc32)c1	i	-0.5%	-7.7	0.9%	-0.7%	-11.9%	2.8%	-4.1%	5.9%
CCOC(=O)c1c(NC(=O)/C=C/C(=O)O)sc(C)c1-c1ccc(C(C)(C)C)cc1	?	?	-106.2*	-12.5%[11.3 µM]	?	?	-2.2%	?	12.6µM*
C#Cc1ccc(CN2CCCC(C(=O)Nc3ccccc3Oc3cccnc3)C2)cc1 (stereo not given)	i	3.4%	?	-23.8%	-20.9%	4.6%	-0.2%	-28.4%	-32.9%
O=C(O)C1CCN(C(=O)c2cccc3ccccc23)CC1	i	0.4%	6.8	24.7%	-4.8%	21.1%	-5.6%	0.7%	12.9%
CCn1cc(C(=O)O)c(=O)c2cc(F)c(N3CCN(C(=S)NC(=O)c4ccc(F)cc4)CC3)cc21	i	-0.1%	17.1	-2.8%	13.4%	?	0.8%	2.0%	-21.1%
O=C(Nc1cc2c3c(c1)CC(=O)N3CCC2)c1ccc(Cl)cc1	i	6.3%	?	7.7%	1.5%	?	0.2%	8.8%	-18.9%
CC1=C(C(=O)Nc2ccc(C)cc2C)C(c2ccccc2F)n2nc(SCC(=O)c3ccc(C)cc3)nc2N1 (stereo not given)	i	2.5%	.	-12.0%	.	.	10.6%	-5.8%	-30.9%
COc1ccc2oc(C(=O)OCC(=O)N(Cc3ccccc3)C(C)C)c(C)c2c1	i	-0.5%	?	-10.4%	0.9%	-14.5%	1.7%	-0.2%	-13.9%
Cc1sc(NC(=O)CSc2nnc(-c3ccccc3)o2)c(C#N)c1C	?	3.1%	79.4	-20.8%	?	?	-10.9%	?	-21.3%
CCOC(=O)c1cnc2ccc(C(=O)OC)cc2c1Nc1ccc(C(=O)O)cc1	i	0.0%	22.3	-9.4%	16.8%	?	-14.9%	11.1%	-2.3%
COCCn1c(=NC(=O)CSC(C)=O)sc2cc(F)ccc21	i	8.8%	-26.8	-12.2%	?	.	7.7%	17.2%	0.0%
CCC(NC(=O)NCc1ccccc1)(C(F)(F)F)C(F)(F)F	i	0.5%	8.3	5.6%	-2.6%	4.8%	0.5%	-16.9%	-28.9%
CCCCN(C(=O)CCNC(=O)NC12CC3CC(CC(C3)C1)C2)c1c(N)n(CCC)c(=O)[nH]c1=O	i	0.1%	12.4	0.7%	0.6%	6.9%	8.8%	-20.8%	3.8%
O=C(CCc1nc2ccccc2c(=O)[nH]1)Nc1nc(-c2cccs2)cs1	i	10µM*	76.3	24.1%	8.9%	1.7%	-1.1%	-7.5%	-19.4%

For convenience, part of the list above.
SMILES	ATXN viability	Nrf2 ARE act	IL1B secr inh	ATXN2 expr inh	MCF10A rerep	Nrf2 inh	A549 viability	TGFb inhibitor	HepG2 viability
CCOC(=O)c1cnc2ccc(C(=O)OC)cc2c1Nc1ccc(C(=O)O)cc1	i	0.0%	22.3	-9.4%	16.8%	?	-14.9%	11.1%	-2.3%
COCCn1c(=NC(=O)CSC(C)=O)sc2cc(F)ccc21	i	8.8%	-26.8	-12.2%	?	.	7.7%	17.2%	0.0%
CCC(NC(=O)NCc1ccccc1)(C(F)(F)F)C(F)(F)F	i	0.5%	8.3	5.6%	-2.6%	4.8%	0.5%	-16.9%	-28.9%
CCCCN(C(=O)CCNC(=O)NC12CC3CC(CC(C3)C1)C2)c1c(N)n(CCC)c(=O)[nH]c1=O	i	0.1%	12.4	0.7%	0.6%	6.9%	8.8%	-20.8%	3.8%
O=C(CCc1nc2ccccc2c(=O)[nH]1)Nc1nc(-c2cccs2)cs1	i	10µM*	76.3	24.1%	8.9%	1.7%	-1.1%	-7.5%	-19.4%
